Assay outcomes as filed in PubChem.
PP5 inh – PP5 phosphatase inhibitors, primary screen, biochemical, fluorescence | purified PP5c, OMFP substrate fluorescence | AID 1987, 2009 | Serine/threonine-protein phosphatase 5 (Homo sapiens), P53041 | inhibition, % at 6.7 µM | actives 0.18% (n = 320,000);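 active = inhibition above the campaign's mean inhibition across all tested compounds plus 3 SD, cut at about 9.5% in these data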;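 also: 0% = DMSO only and 100% = 100 µM cantharidin control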
VLA-4 inh – inhibition in human VLA-4 binding assay, primary screen, VLA-4 allosteric modulator project, MLPCN library, flow cytometry, VLA-4 expressing cells; actives 0.2% (n = 330,000); ligand binding flow cytometry; inhibition, % (about 7 µM as worked out from the volumes in the protocol); AID 2557, 2010; Integrin alpha-4 (Homo sapiens), P13612; in the data active = inhibition above about 50%
JMJD2C inh – inhibitors of GASC-1 histone demethylase, primary screen, biochemical, fluorescence, DELFIA europium. inhibition, % at 2.35 µM. AID 2099, 2009. Lysine-specific demethylase 4C (Homo sapiens), Q9H3R0. GST-JMJD2C(1-420) H3K9me3 demethylation. actives 0.069% (n = 330,000);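 active = more than half of a compound's replicate wells show inhibition beyond 50%, single wells judged on their own value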;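 also: signal counts dimethyl H3K9 product captured on neutravidin plate; 0% = median of DMSO wells and 100% = 0.3 times that DMSO median; strong numbers were not always called active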
PP1 inh – PP1-alpha phosphatase inhibitors, primary screen, counter-screen for PP5 inhibitor project, biochemical, fluorescence, OMFP substrate, single point; Serine/threonine-protein phosphatase PP1-alpha catalytic subunit (Homo sapiens), P62136; purified PP1alpha; inhibition, % at 6.7 µM; actives 0.9% (n = 320,000);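 active = inhibition above the mean inhibition of all tested compounds plus 3 SD, computed separately for each screening campaign, cut at about 15% in these data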
procasp7 counter – procaspase-7 activators, primary screen, counter-screen for procaspase-3 activator project, biochemical, absorbance, HTS, human | AID 463210, 2010 | Caspase-7 (Homo sapiens), P55210 | actives 0.093% (n = 330,000) | recombinant procaspase-7, Ac-DEVD-pNA absorbance 405 nm; D23A/D198A/D206A triple mutant, cannot self-cleave; scale: DMSO 0, 5 µM enzyme 100 | activation, % at 8.5 µM;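 active = percent activation above the screen-wide mean plus 3 SD, cut at about 25% in these data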
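signal = Epi-absorbance of released pNA at 405 nm, two timepoints | assay system = Uncleavable procaspase-7 mutant enzyme | reagent = Ac-DEVD-pNA substrate, 400 µM as added | times = 1 h enzyme–compound preincubation and 2 h substrate reaction, both 25 °C | benchmarks = low DMSO alone, high DMSO plus 5 µM PC-7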
CTSL1 counter – Fasciola hepatica cathepsin L1 inhibitors, primary screen, counter-screen for PFM18AAP inhibitor project, biochemical, QFRET, fluorogenic peptide substrate | recombinant F. hepatica cathepsin L1, Z-Leu-Arg-MCA fluorescence | AID 1906, 2009 | actives 0.49% (n = 300,000) | inhibition, % at 5.96 µM;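 active = inhibition above the mean of all tested compounds plus 3 SD, set per screening campaign, cut at about 17% in these data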;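 also: 0% = plate median of test compound wells and 100% = 1 µM Z-Phe-Ala-diazomethylketone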
proCasp3 act – activators of human procaspase-3 D3A mutant, primary screen, biochemical, absorbance, PC-3 D3A mutant, single concentration; Caspase-3 (Homo sapiens), P42574; recombinant procaspase-3 D3A, Ac-DEVD-pNA absorbance 405 nm; activation, % at 8.5 µM; actives 0.11% (n = 330,000); AID 463141, 2010;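 active = activation above the mean of all tested compounds plus 3 SD, cut at about 21% in these data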;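 also: 0% = DMSO alone and 100% = DMSO wells spiked with extra 5 µM PC-3 D3A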
Target sequence (P42574 whole entry D9A/D28A/D175A): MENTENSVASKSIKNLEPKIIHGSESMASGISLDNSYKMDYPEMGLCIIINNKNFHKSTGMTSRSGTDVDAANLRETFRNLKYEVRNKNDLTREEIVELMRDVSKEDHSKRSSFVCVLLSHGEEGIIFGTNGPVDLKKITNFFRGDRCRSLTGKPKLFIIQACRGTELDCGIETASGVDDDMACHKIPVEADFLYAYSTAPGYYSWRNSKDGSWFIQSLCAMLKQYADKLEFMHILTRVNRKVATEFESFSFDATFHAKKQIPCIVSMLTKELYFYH
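Test system: Procaspase-3 D3A mutant; medium: Zinc-free HEPES/NaCl buffer with 0.01% Triton X-100 at pH 7.4; reagent: DEVD-pNA substrate; doses: one concentration, 8.5 µM nominal, 0.8% DMSO; times: 1 h preincubation plus 2 h reaction at 25 °C; signal: Epi-absorbance at 405 nm of released p-nitroaniline, 0 and 120 min; replicates: singlicate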
GRK2 aptamer HTS – compounds blocking aptamer binding on GRK2 – biochemical, human GRK2, bead flow cytometry, HTS, primary screen. Beta-adrenergic receptor kinase 1 (Homo sapiens), P25098. FAM-aptamer displacement from GRK2. inhibition of aptamer binding, % at 10 µM. actives 0.59% (n = 330,000);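 active = inhibition of aptamer binding above 40%, roughly 3 SD of noise, on plates passing a quality check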;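 also: median bead fluorescence of bound FAM aptamer so fluorescent compounds give negative values; no value below 0 was filed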
Target sequence (P25098 whole entry, looked up): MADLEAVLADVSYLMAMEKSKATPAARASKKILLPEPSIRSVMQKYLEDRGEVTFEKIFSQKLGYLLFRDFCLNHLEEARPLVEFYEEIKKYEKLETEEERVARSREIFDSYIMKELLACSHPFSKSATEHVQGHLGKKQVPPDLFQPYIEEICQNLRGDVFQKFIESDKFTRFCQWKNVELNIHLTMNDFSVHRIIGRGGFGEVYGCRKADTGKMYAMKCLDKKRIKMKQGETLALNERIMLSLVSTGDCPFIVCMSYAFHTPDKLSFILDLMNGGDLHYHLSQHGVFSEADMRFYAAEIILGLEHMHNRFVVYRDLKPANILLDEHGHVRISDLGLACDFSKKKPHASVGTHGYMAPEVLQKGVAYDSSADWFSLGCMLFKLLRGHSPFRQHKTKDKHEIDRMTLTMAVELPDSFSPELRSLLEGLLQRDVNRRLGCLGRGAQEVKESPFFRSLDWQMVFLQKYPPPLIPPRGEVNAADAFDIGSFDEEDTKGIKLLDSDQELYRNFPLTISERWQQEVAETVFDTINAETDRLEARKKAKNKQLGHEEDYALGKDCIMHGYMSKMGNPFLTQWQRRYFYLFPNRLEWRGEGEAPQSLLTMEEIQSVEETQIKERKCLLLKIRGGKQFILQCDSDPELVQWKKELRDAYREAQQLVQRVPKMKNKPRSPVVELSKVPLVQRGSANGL
core dimer inh – inhibitors of HCV core protein dimerization, primary screen, biochemical, TR-FRET, high-throughput. TR-FRET GST/Flag-core106 dimerization, 1536-well. inhibition, % at 5 µM. actives 0.33% (n = 300,000). AID 1899, 2009;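 active = inhibition above the mean of all tested compounds plus 3 SD, set per screening campaign, cut at about 45% in these data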
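Assay system – GST-tagged and Flag-tagged HCV core protein residues 1-106 · Quantity – core106 proteins, GST 13.5 nM and Flag 17 nM · Benchmarks – unlabelled core106 and no-GST-core106 wells · Read-out basis – percent inhibition of core106 dimerization signal · Detection – time-resolved FRET, ex 340 nm, em 617 and 671 nm · Schedule – 4 h at 22.5 °C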
Numbers without * were called inactive; · = not tested or not shown; & = joins results of further samples. Rows were taken by chance. Share with any hit: about 2.6%.

SMILES	PP5 inh	VLA-4 inh	JMJD2C inh	PP1 inh	procasp7 counter	CTSL1 counter	proCasp3 act	GRK2 aptamer HTS	core dimer inh
NS(=O)(=O)c1ccc(NC(=O)COC(=O)c2cc([N+](=O)[O-])ccc2Cl)cc1	1.1	1	2	1	4	-8	0	1	3
O=C1C2C3C=CC(CC3)C2C(=O)N1c1cccc(C(F)(F)F)c1 (stereo not given)	-2.1	17	9	0	4	-2	5	3	1
Cc1cc(C)n2ncc(C(=O)Nc3ccc(Cl)c(Cl)c3)c2n1	1.1	20	-2	-9	-7	0	-3	0	2
CN(Cc1ccccc1)C1=CC(=[N+]2CCCC2)CC(C)(C)C1	0.3	12	-2	-4	0	0	-4	0	-2
O=C(COC(=O)c1cc[n+]([O-])cc1)Nc1ccc([N+](=O)[O-])cc1	-0.3	14	-3	-5	5	-10	8	0	2
CN(C)CCCn1c(N)c(C#N)c2nc3ccccc3nc21	-2.9	-3	17	-3	2	-1	-1	1	6
CCOc1ccc(CN(C(=O)c2oc3ccccc3c2C)C2CCS(=O)(=O)C2)cc1 (stereo not given)	3.6	10	-10	0	-2	4	0	3	1
CCCCCC(=O)N1CCN(CCN=CC2=C(O)CC(c3ccco3)CC2=O)CC1 (stereo not given)	0.3	-9	-9	-3	-12	1	3	0	-2
Cc1nn(C)c(Cl)c1NC(=O)OCc1ccc(Cl)cc1Cl	7.0	-7	-5	-1	6	1	-1	2	-3
CCN1CCN(CCCNC(=O)c2ccc(NC(=O)C3=CSCCO3)cc2)CC1	0.4	2	19	-1	12	1	11	0	0
COc1cccc(/C=N/NC(=O)Cn2nc([N+](=O)[O-])cc2C)c1	3.3	18	-5	-2	-4	-4	1	4	1
Cc1ccc(N(Cc2ccccc2)C(=O)CN2C(=O)NC3(CCCC3)C2=O)cc1	1.1	-11	3	2	-4	1	2	1	11
Cc1c(Cl)cccc1NC(=O)CNC(=O)Cc1c[nH]c2ccccc12	0.7	1	-9	-6	-7	·	-3	0	·
CCc1ccccc1NC(=O)C1CC(c2ccc(OC)cc2)=NO1 (stereo not given)	1.2	3	8	4	10	1	-12	2	-3
CN1C(=O)[C@H]2[C@@H](/C=C/c3ccccc3)N3C(=O)CN(Cc4ccc(-c5ccccc5)cc4)C(=O)[C@@]3(Cc3ccccc3)[C@H]2C1=O	4.4	35	0	1	3	-2	5	3	17
C/C(=N\NC(=O)c1ccc(C)cc1C)c1ccc2c(c1)OCO2	2.5	7	3	0	13	-1	4	0	-11
CCN(CCn1cccn1)C(=O)CC1C(=O)NCCN1CCc1ccccc1 (stereo not given)	4.0	-10	-2	0	5	2	3	0	14
Cc1ccc(-c2noc(CCC(=O)NCCN3CCN(Cc4ccccc4)CC3)n2)cc1	-1.0	6	-3	1	-5	3	-7	0	-2
O=C1CC(NNc2nc3ccccc3s2)C(=O)N1c1ccc(F)cc1 (stereo not given)	4.6	3	2	1	7	2	-6	0	8
CCOC(=O)c1cnc(-n2nc(C)cc2C)nc1NNc1ncc(-c2ccccc2)cn1	3.4	-1	-10	23*	1	1	-7	0	5
Cc1ccc(NC(=O)n2ncc3c(C)cccc32)cc1F	1.1	2	-31	-2	7	9	-3	1	-5
Cc1ccc(Cl)cc1NC(=O)CN1C(=O)NC2(CCCCCC2)C1=O	2.6	5	10	1	7	·	6	0	·
O=C(CCN1C(=O)c2ccccc2C1=O)Nc1nc2ccccc2s1	4.9	21	21	-2	7	1	-3	0	2
Cc1ccc(C)c(C(=O)OCC(=O)N(C)c2ccccc2)c1	2.3	-3	-9	0	-1	0	-1	0	14
COc1cccc(CN2CC(C(=O)N(C)C3CCOCC3)CCC2=O)c1 (stereo not given)	-0.8	-3	17	-3	2	-3	0	1	-4
O=C(Nc1ccccc1)c1cc2ccc3ccccc3c2s1	2.5	5	-1	-1	1	-3	-1	2	7
O=C(c1cc(COc2cccc(C(F)(F)F)c2)on1)N1CCC(c2ccccc2)CC1	3.9	-11	-13	5	2	3	-1	0	3
O=C(NCc1ccccn1)c1cc2cc(Br)ccc2oc1=O	3.4	6	7	-5	-9	-2	2	0	0
CCCC(=O)C1C(=O)CC(CC(C)SCC)CC1=O (stereo not given)	1.3	2	7	4	-17	-2	12	0	-1
COc1ccc(NC(=O)Nc2ccc(F)cc2)cn1	-1.8	4	-15	-4	2	1	-7	1	-8
O=c1cccc2c1c1cc[nH]c3ccc(=O)n2c31	1.9	2	·	-8	-10	2	2	4	1
CCOC(=O)N1CCN(c2nc(-c3ccco3)cc(C(F)(F)F)n2)CC1	2.8	-16	-15	-3	4	4	0	0	-4
CCOC(=O)C1(CC)NC(c2ccco2)C2C(=O)N(CC)C(=O)C21 (stereo not given)	-1.8	4	-9	9	-7	-7	-3	0	1
CCOc1ccccc1Nc1nnc(SCc2nnc(-c3cc(OC)c(OC)c(OC)c3)o2)s1	2.5	-12	-2	-1	0	4	-10	2	3
CCOC(=O)C1CCCc2c1[nH]c1ccc(Cl)cc21 (stereo not given)	3.5	-4	7	1	-5	-4	0	0	0
COc1ccc(CN2C(=NC(=O)C3CCCCC3)SC3CS(=O)(=O)CC32)cc1 (stereo not given)	0.6	-3	73	-6	12	2	0	2	1
OC1(Cc2ccccc2)CCNCC1	1.9	-5	-7	0	0	-2	-1	0	-6
COc1ccc(/C=C/C(=O)NC(=S)Nc2ccc(N3CCN(C(C)=O)CC3)cc2)cc1	0.7	27	-3	-6	-3	-3	10	0	12
CCOC(=O)C1=C(COC(=O)CCOc2ccc(OC)cc2)NC(=O)NC1C (stereo not given)	-0.2	7	0	-2	-2	·	3	0	·
COc1ccc(Nc2nc(NCc3ccco3)nc(N)c2[N+](=O)[O-])cc1	0.4	12	13	13	-6	1	3	4	9

Some of these compounds in order of the VLA-4 inh value, ascending:
molecule	PP5 inh	VLA-4 inh	JMJD2C inh	proCasp3 act	GRK2 aptamer HTS	core dimer inh
Cc1ccc(C)c(C(=O)OCC(=O)N(C)c2ccccc2)c1	2.3	-3	-9	-1	0	14
COc1cccc(/C=N/NC(=O)Cn2nc([N+](=O)[O-])cc2C)c1	3.3	18	-5	1	4	1
COc1ccc(/C=C/C(=O)NC(=S)Nc2ccc(N3CCN(C(C)=O)CC3)cc2)cc1	0.7	27	-3	10	0	12

Going on with the list.
SMILES	PP5 inh	VLA-4 inh	JMJD2C inh	PP1 inh	procasp7 counter	CTSL1 counter	proCasp3 act	GRK2 aptamer HTS	core dimer inh
CCN(CC)C(=O)CSc1nnc(-c2ccccc2)o1	1.9	7	-7	-3	0	-10	0	3	4
COc1ccc(Cc2nc3ccc(C(=O)N(C)Cc4nccs4)cc3o2)cc1OC	-0.8	-15	12	-2	1	-2	1	0	-6
CCCn1c(SCC(N)=O)nnc1-c1ccco1	0.5	5	-8	-1	0	3	-5	0	-2
COC(=O)C(C)NC(=O)c1ccc(C(C)(C)C)cc1 (stereo not given)	-2.7	2	-10	-3	2	-3	1	0	-5
Cn1c(=O)c2c(nc(SCc3ccccc3)n2Cc2ccc(Cl)cc2)n(C)c1=O	2.5	-6	-5	3	-1	6	5	3	10
Cc1ccc(CNC(=O)c2cccc(-n3cnnn3)c2)cc1	1.2	-4	6	2	9	12	2	1	2
Cn1cc(-c2ccccc2C(N)=O)c(=O)c2ccccc21	-4.4	13	-6	5	-8	2	-3	0	5
O=C(CN1C(=O)C2CCCCC2C1=O)Nc1ccc(OC(F)F)c(Cl)c1 (stereo not given)	6.5	12	2	0	1	·	-3	0	·
COC(=O)C1CCC(=S)N1C(=O)c1ccccc1 (stereo not given)	4.6	12	1	-1	-26	-3	-20	0	-1
O=C(c1ccc(S(=O)(=O)N2CCCCC2)cc1)N1CCN(CCN2C(=O)c3cccc4cccc(c34)C2=O)CC1	2.0	-6	-12	-2	6	8	-2	7	16
CCNC(=S)NNC(=O)c1cc(C)on1	2.8	-8	3	2	2	0	3	0	-6
Cc1cccc(C)c1NC(=O)NCc1ccco1	1.7	10	10	-1	12	4	5	3	6
CCCCN1C(C)=CC(=C2C(=O)c3ccccc3C2=O)C=C1C	3.3	4	-9	3	-4	3	1	4	-13
Cc1ccc(NC(=O)C2CC(=O)Nc3nc4ccccc4n32)c(C)c1 (stereo not given)	2.1	-1	1	6	8	2	2	0	2
Cc1cccc2cc(CN(Cc3ccc4c(c3)OCO4)Cc3nnnn3C3CCCC3)c(=O)[nH]c12	4.8	0	-14	-3	-43	-2	-15	0	12
CCN(Cc1ccccc1)C(=O)COC(=O)CNS(=O)(=O)c1ccc(C)cc1	1.5	14	-19	-4	7	-32	-2	0	-1
Cc1onc(-c2ccccc2)c1C(=O)NCCN1CCOCC1	-2.0	-3	-3	-7	13	4	-4	1	-8
CCCc1cc(C(=O)Nc2ccc(C(=O)c3ccc(C)cc3)cc2)n(C)n1	2.8	-5	-14	-1	6	5	-3	0	20
O=C1c2ccccc2C(=O)N1CCc1csc(NNc2nc(CCN3C(=O)c4ccccc4C3=O)cs2)n1	-2.2	30	·	-2	1	0	-1	4	42
OCCn1c(CSc2nnc(-c3ccco3)n2-c2ccccc2)nc2ccc(Cl)cc21	-0.3	7	-32&0	4	-7	-2	-8	3	17
COc1ccc(C(=O)N/C(=C\c2ccccc2)C(=O)Nc2ccccc2C(=O)O)cc1	1.3	0	-9	-2	-7	-1	1	0	11
CC(C)c1ccc(NC(=O)C(c2ccccc2)N(Cc2ccco2)C(=O)CC2NC(=O)NC2=O)cc1 (stereo not given)	1.2	9	-4	4	-6	0	10	0	3
O=C(NCCCNC(=O)c1ccc(-c2cccc(Cl)c2)o1)c1cnccn1	0.7	-6	0	-3	-9	4	-4	0	-7
CCC(C)(C)n1nnnc1C(c1ccc(O)cc1)N1CCc2ccccc2C1 (stereo not given)	0.4	-4	8	4	-1	-1	2	3	-2
COc1ccc(C2N=C(c3ccccc3)NC(c3ccccc3)=N2)cc1	-0.4	10	124	-1	1	-2	0	2	0
CCN(CC)C(=O)C1CCCN(Cc2ccc3c(c2)OCO3)C1 (stereo not given)	2.5	12	4	-4	-5	-2	-1	0	-2
